NS5 inhibitors: Dengue-2 NS5 methyltransferase inhibitors, primary screen, biochemical, confirmation dose response (AID 588689). one-dose inhibition, % at 25 µM; IC50 in µM for titrated hits. Dengue-2 NS5 methyltransferase capping enzyme assay, biochemical; higher % means a stronger effect. hit rate 0.3% among 340,000. Genome polyprotein (Dengue virus type 2 (strain 16681-PDK53)); in the data active = a potency from the dose series
RSV CPE inhibition: RSV antiviral activity via CPE protection, HEp-2 cells, primary 10 µM value included (AID 2391); one-dose CPE inhibition, % at 10 µM; IC50 in µM for titrated hits; hit rate 0.13% among 310,000; HEp-2 cells, RSV-induced CPE inhibition; higher % means a stronger effect; in the data active = a potency from the dose series; also: strong numbers were not always called active
UTI89 phage lysis: inhibition of K1F phage lysis, E. coli UTI89, bacterial capsule biogenesis inhibitors, alamar blue (AID 488966); E. coli UTI89 K1F phage lysis, alamar blue, 2 h; higher % means a stronger effect; inhibition, % at 100 µM; hits with a dose series show IC50 in µM; hit rate 0.02% among 340,000;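 active = phage lysis inhibition, versus mean bacterial control, above a set limit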;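 also: capsule biogenesis inhibitors block K1F phage lysis so surviving cells raise fluorescence; higher fluorescence means more inhibition of phage lysis; actives were called in the ten point dose series up to 300 µM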
Starred values were filed as active, the others as inactive; [ ] = dose if it differs, or a comment. This is a subset; count on the stated rates, not on these rows.

canonical_smiles,NS5 inhibitors,RSV CPE inhibition,UTI89 phage lysis
COc1cc(Cl)c(NC2=CC(=O)C(=O)c3ccccc32)c(OC)c1,4%,-2.4%,-0.1%[50 µM]
Cc1ccc(S(=O)(=O)N2CCN(C(=O)c3n[nH]c4ccccc34)CC2)cc1,-4%,0.1%,0.1%[50 µM]
Cc1ccc(C(=O)CCC(=O)Nc2ccc(C)cn2)cc1,-3%,1.2%,1.9%
O=C(c1ccc(F)c(S(=O)(=O)N2CCOCC2)c1)N1CCN(c2ccc(F)cc2)CC1,1%,1.5%,0.2%[50 µM]
CCN(CC)C(=O)c1nc[nH]c1C(=O)N(C)Cc1ccccc1,-3%,1.1%,1.8%
COc1ccccc1-c1nn(Cc2ccccc2)cc1C(=O)NCC(c1ccco1)N1CCCC1 (centres undefined),1%,0.4%,3.0%[50 µM]
CCN(CC)S(=O)(=O)c1ccc(N2CCCC2)c(NC(=O)C2=NN(c3ccccc3)C(=O)CC2)c1,3%,3.5%,0.0%[50 µM]
COc1ccc(-c2csc(NC(=O)CCNC(=O)c3ccco3)n2)cc1OC,-9%,0.8%,1.1%[50 µM]
CN(CC(=O)Nc1ccccc1Br)CC(=O)Nc1ccccc1-c1ccccc1,-3%,1.2%,0.9%[50 µM]
CCN(CC)C(=O)c1[nH]cnc1C(=O)Nc1ccc(C)cc1,0%,0.2%,0.4%
CC1CCCCC12NC(=O)N(CC(=O)OCC(=O)NCc1ccc(F)cc1)C2=O (centres undefined),-1%,0.4%,0.2%[50 µM]
CCOc1ccc(CCNC(=O)COC(=O)COc2ccc(C#N)cc2)cc1OCC,-2%,-0.1%,0.6%[50 µM]
Cc1ccccc1NCC(=O)Nc1cc(S(=O)(=O)N2CCCCC2)ccc1C,3%,1.3%,-0.2%[50 µM]
CC1CN(C(=O)c2ccccc2OCc2ccccc2Cl)CC(C)O1 (centres undefined),3%,-0.2%,1.4%[50 µM]
CC1CN(c2nc3ccccc3nc2SCC(=O)Nc2cccc(C(F)(F)F)c2)CC(C)O1 (centres undefined),-8%,9.0%,0.4%
COC(=O)c1ccc(CNC(=O)c2ccc(S(=O)(=O)N(C)c3ccccc3OC)cc2)cc1,1%,4.3%,0.3%[50 µM]
C=CCN(C(=O)OC(C)(C)C)S(=O)(=O)NCc1ccccc1,2%,-0.7%,3.1%
N#Cc1ccccc1OCC(=O)OCC(=O)NC1CC1,-5%,3.0%,0.4%[50 µM]
CC(C)Cn1nc(C(=O)Nc2cccc(S(=O)(=O)N3CCCC3)c2)c2ccccc2c1=O,-2%,1.2%,0.3%[50 µM]
CCN(CC(=O)Nc1c(F)cccc1F)C(=O)C1CC1,-4%,0.1%,0.8%[50 µM]
NC(N)=NC(N)=Nc1ccccc1,1%,0.1%,0.6%[50 µM]
COc1cc(/C=C/C(=O)OCC(=O)c2ccc3c(c2)NC(=O)CO3)ccc1OC(F)F,-4%,-0.8%,3.5%
CCc1ccc(OCC(=O)NNC(=O)CNC(=O)c2ccc(Br)o2)cc1,6%,0.9%,2.0%[50 µM]
O=C1C=C(c2cccc(CO)c2)C[C@@H](c2ccc3c(c2)OCO3)C1,0%,1.2%,0.2%
Cc1c(Cl)cccc1NC(=O)CNC(=O)C1CC(=O)N(CCc2ccccc2)C1 (centres undefined),-5%,1.7%,0.4%[50 µM]

4 entries out of the list, arranged by heavy-atom count, ascending:
canonical_smiles,NS5 inhibitors,RSV CPE inhibition,UTI89 phage lysis
NC(N)=NC(N)=Nc1ccccc1,1%,0.1%,0.6%[50 µM]
CCN(CC)C(=O)c1[nH]cnc1C(=O)Nc1ccc(C)cc1,0%,0.2%,0.4%
CCN(CC)C(=O)c1nc[nH]c1C(=O)N(C)Cc1ccccc1,-3%,1.1%,1.8%
Cc1ccccc1NCC(=O)Nc1cc(S(=O)(=O)N2CCCCC2)ccc1C,3%,1.3%,-0.2%[50 µM]

Next section:
canonical_smiles,NS5 inhibitors,RSV CPE inhibition,UTI89 phage lysis
CC1(C)CC(=O)C=C(c2cccc3c2Oc2ccccc2S3)C1,-8%,0.4%,1.5%
CC(C)c1ccc(S(=O)(=O)N2CCN(C(=O)c3ccncc3)CC2)cc1,-3%,0.4%,1.1%[50 µM]
O=C1C=C(c2ccc(Cl)c(C(F)(F)F)c2)C[C@@H](c2ccc(Cl)cc2)C1,-2%,22%,-0.2%
NS(=O)(=O)c1ccc(CCNC(=O)COC(=O)Cc2ccc([N+](=O)[O-])cc2)cc1,5%,0.9%,0.5%[50 µM]
CC(=O)Nc1ccc(C2=CC(=O)C[C@H](c3ccc(Cl)cc3)C2)cc1,0%,6.0%,0.3%
O=[N+]([O-])c1cccc(-c2c(-c3ccccc3)ncc3cc(F)ccc23)c1,-7%,-0.2%,-0.1%
C[C@H]1NC(=O)[C@@]2(C)[C@@H](c3ccccc3)[C@H]3COc4ccccc4[C@H]3N2C1=O,-4%,-0.4%,0.6%
Nc1c(N(Cc2ccco2)C(=O)COc2ccccc2F)c(=O)[nH]c(=O)n1Cc1ccccc1,-4%,-0.3%,0.5%[50 µM]
COc1ccc(SCCN2CC[C@@H](C)CCC2=O)cc1,-11%,1.4%,1.0%
COc1ccc(S(=O)(=O)N2CCN(C(=O)c3cc(C)oc3C)CC2)cc1OC,-7%,0.1%,0.5%[50 µM]
COc1ccc([C@H]2CC(=O)C=C(c3ccc4c(c3)OCCO4)C2)cc1,1%,0.4%,1.2%
CCN(CC)S(=O)(=O)c1cc(NC(=O)CO/N=C(\N)c2ccccc2Cl)ccc1C,-11%,1.6%,0.4%[50 µM]
O=C(CN1C(=O)c2ccccc2C1=O)NC1CCC(O)CC1 (centres undefined),4%,-0.5%,0.9%[50 µM]
CC(C)(C)OC(=O)N1CCN(C(=O)c2nc[nH]c2C(=O)N2CCN(c3ccccc3)CC2)CC1,-4%,0.3%,3.2%
C[C@@H]1NC(=O)[C@@]2(C)[C@@H](c3ccccc3)[C@H]3COc4ccc(Cl)cc4[C@@H]3N2C1=O,-2%,0.8%,0.6%
CNC(=O)C1CN(C(=O)c2cccc(S(=O)(=O)N3c4ccccc4CC3C)c2)c2ccccc2O1 (centres undefined),-1%,0.6%,0.1%[50 µM]
COc1ccccc1C(C)Nc1ccc(S(=O)(=O)N2CCN(C)CC2)cc1[N+](=O)[O-] (centres undefined),4%,1.1%,-0.5%[50 µM]
O=C(COC(=O)c1ccc(Br)o1)Nc1ccc(N2CCOCC2)cc1,-7%,0.5%,1.1%[50 µM]
CCCc1cc(=O)[nH]c(SCC(=O)N(C)C2CCCCC2)n1,5%,-0.8%,0.1%[50 µM]
Cc1cccc(C(=O)NCC(=O)N2CCC2)c1,0%,0.8%,0.4%[50 µM]
Cc1nn(Cc2ccccc2)c(C)c1C(=O)NCCCN1CCCC1=O,-6%,-0.6%,1.8%[50 µM]
CCCOc1ccc(C(F)(F)F)cc1NC(=O)CCc1c(C)noc1C,15%,-1.1%,0.3%[50 µM]
O=C(Nc1ccc(F)cc1)c1ccc2c(c1)S(=O)(=O)N=C1CCCCCN12,-3%,1.4%,0.1%[50 µM]
COc1cccc(C(=O)NOCc2ccccc2)c1OC,8%,4.5%,0.8%[50 µM]
CC(C)n1ncc2c(C(=O)N3CCN(Cc4ccc(Cl)s4)CC3)cc(C3CC3)nc21,-4%,2.9%,-0.2%[50 µM]

Sorted by value in NS5 inhibitors (falling): some entries from above
| SMILES | NS5 inhibitors | RSV CPE inhibition |
| --- | --- | --- |
| COc1cccc(C(=O)NOCc2ccccc2)c1OC | 8% | 4.5% |
| NS(=O)(=O)c1ccc(CCNC(=O)COC(=O)Cc2ccc([N+](=O)[O-])cc2)cc1 | 5% | 0.9% |
| COc1ccccc1C(C)Nc1ccc(S(=O)(=O)N2CCN(C)CC2)cc1[N+](=O)[O-] (centres undefined) | 4% | 1.1% |
| CNC(=O)C1CN(C(=O)c2cccc(S(=O)(=O)N3c4ccccc4CC3C)c2)c2ccccc2O1 (centres undefined) | -1% | 0.6% |
| CC(C)(C)OC(=O)N1CCN(C(=O)c2nc[nH]c2C(=O)N2CCN(c3ccccc3)CC2)CC1 | -4% | 0.3% |
| COc1ccc(SCCN2CC[C@@H](C)CCC2=O)cc1 | -11% | 1.4% |

Further entries.
Every second line gives: NS5 inhibitors	RSV CPE inhibition	UTI89 phage lysis
> CN(CC(=O)NC(=O)NC1CCCCC1)CC(=O)Nc1ccc(OC(F)(F)F)cc1
    0%	1.8%	-1.3%[50 µM]
> COc1ccc(CCC(=O)Nc2cc(S(=O)(=O)N3CCOCC3)ccc2OC(C)C)cc1
    -3%	-0.8%	0.1%[50 µM]
> Cc1cccc(NC(=O)c2nc[nH]c2C(=O)NCc2ccccc2)c1
    -5%	1.9%	0.4%
> CCCC(C)NC(=O)Cc1ccc(S(=O)(=O)N2CCOCC2)s1 (centres undefined)
    -5%	1.5%	1.1%[50 µM]
> Cn1nnnc1Sc1ncnc2scc(-c3cccc(F)c3)c12
    -1%	-1.6%	0.2%
> Cc1ccsc1C(=O)NNC(=O)c1cccc(S(=O)(=O)N2CCCC2)c1
    -9%	1.8%	-0.1%[50 µM]
> COc1cccc(NC(=O)CN(C)CC(=O)c2c(C)[nH]c3ccccc23)c1
    -11%	-0.6%	0.4%[50 µM]
> O=C(O)c1ccccc1N=N/C(=N/Nc1cc(S(=O)(=O)O)ccc1O)c1ccccc1
    19µM*	1.7%	0.2%[50 µM]
> CCc1cc(C(=O)Nc2ccccc2N2CCOCC2)sc1C
    4%	0.8%	0.0%[50 µM]
> Cc1cccc(NC(=O)c2nc[nH]c2C(=O)NCCCCCNC(=O)OC(C)(C)C)c1
    0%	12%	1.8%
> CC(OC(=O)CC1CC2CCC1C2)C(=O)Nc1ccc(C(N)=O)cc1 (centres undefined)
    -2%	1.4%	-0.8%
> CC(NC(=O)c1cc(S(=O)(=O)N2CCCC2)ccc1Cl)c1ccccn1 (centres undefined)
    2%	-0.3%	0.4%[50 µM]
> CCN(CC)S(=O)(=O)c1cc(NC(=O)COC(=O)C2CCC2)ccc1C
    -1%	1.7%	0.3%[50 µM]
> CC1CCCC(NC(=O)COC(=O)/C=C/c2ccco2)C1C (centres undefined)
    -2%	1.7%	0.4%[50 µM]
> COc1ccc(F)cc1CN1CCN(CC(=O)Nc2ccccc2C(=O)NC2CC2)CC1
    1%	1.5%	1.0%[50 µM]
> CC(C)(C)OC(=O)N1CCN(C(=O)c2nc[nH]c2C(=O)N2CCN(C(=O)OC(C)(C)C)CC2)CC1
    -3%	1.2%	0.9%
> O=C(COC(=O)c1cnc(Cl)c(Cl)c1)NC1CCCCCC1
    -2%	2.1%	0.4%[50 µM]
> CCCCC(CC)COC(=O)C(C#N)=C(c1ccccc1)c1ccccc1 (centres undefined)
    -3%	2.1%	-0.8%
> CCOC(=O)C1CCCN(C(=O)c2cccc(S(=O)(=O)N3CCCC3)c2)C1 (centres undefined)
    -6%	0.4%	0.9%[50 µM]
> COc1ccc(OCCOC(=O)c2ccc(F)c(S(=O)(=O)N3CCOCC3)c2)cc1
    -14%	2.6%	0.5%[50 µM]
> O=C(NCc1ccco1)C1CCN(C(=O)c2ccc(Cl)cc2)CC1
    -9%	1.6%	0.6%[50 µM]
> O=C(NCC(=O)N1CCN(C(=O)c2ccccc2)CC1)c1ccccc1
    4%	1.3%	1.2%[50 µM]
> CCc1nnc(NC(=O)CN2C(=O)NC3(CCCC3)C2=O)s1
    -5%	0.1%	0.7%[50 µM]
> CCOc1ccccc1NC(=O)C1CCCCN1S(=O)(=O)c1ccccc1 (centres undefined)
    -4%	2.7%	0.3%[50 µM]
> CN(CC(=O)Nc1cccc(F)c1)C(=O)c1ccc(N2C(=O)c3ccccc3C2=O)cc1
    -4%	0.6%	0.6%[50 µM]
> CCCCn1nc(C(=O)NCc2ccccc2CN2CCCC2)c2ccccc2c1=O
    -5%	-0.5%	0.8%[50 µM]
> Cc1cc(F)ccc1NC(=O)Cn1c(C)csc1=O
    2%	2.0%	0.4%[50 µM]
> NC(=O)c1ccc(NC(=O)COC(=O)CC2Sc3ccccc3NC2=O)cc1 (centres undefined)
    -1%	0.5%	0.3%[50 µM]
> CN(C(=O)CSc1nc2ccccc2o1)C1CCS(=O)(=O)C1 (centres undefined)
    -8%	0.3%	1.7%[50 µM]
> Cc1cccc(NC(=O)c2nc[nH]c2C(=O)N(C)Cc2ccccc2)c1
    -7%	2.5%	-0.1%
> COc1ccc(CCNC(=O)c2ccc(S(=O)(=O)N3CCCCC3)cc2)cc1
    -1%	1.1%	2.3%[50 µM]
> O=C(COC(=O)c1ccco1)Nc1ccc([N+](=O)[O-])cc1Cl
    -2%	0.9%	0.3%[50 µM]
> COc1ccc(C2=CC(=O)CC(C)(C)C2)cc1
    3%	1.1%	1.9%
> COc1ccccc1CNC(=O)COC(=O)c1ccc(C)s1
    1%	0.0%	0.5%[50 µM]
> Cc1ccc(C)c(OCC(=O)NNC(=O)c2ccc(=O)[nH]c2)c1
    1%	1.6%	0.6%[50 µM]
> Cc1ccc(C(=O)Nc2cccc(S(=O)(=O)N3CCCCC3)c2)cc1[N+](=O)[O-]
    -2%	9.2%	0.4%[50 µM]
> Cc1ccc(NC(=O)CN(C)C(=O)c2ccc(Sc3nncn3C)c([N+](=O)[O-])c2)cc1
    5%	1.8%	0.6%[50 µM]
